Screening results as filed in PubChem BioAssay.
CRFR2-BP antag – CRF-BP/CRF-R2 complex antagonism; HEK293 CRF-R2/CRF-BP, CRF-induced calcium fluorescence; inhibition, % at 11.8 µM; 0.59% of 350,000 active; AID 588475;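 active means inhibition of the ligand-induced calcium signal above about 50% at the single tested concentration, limit read from the data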
GalR3 antag – blocks the human galanin receptor 3; O60755; HEK293 GalR3-CNG cAMP membrane potential fluorescence; galR3 body fused to GalR1 C-terminus; inhibition, % at 3 µM; 0.44% of 360,000 active;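 active means inhibition above the screen-wide average plus 3 SD, cut at about 13% in these data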;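 further: forskolin and galanin both at EC90 stimulate the cells; cAMP rise reported by CNG channel membrane potential dye signal; 0% = forskolin plus galanin with DMSO and 100% = forskolin alone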
Target sequence (O60755 1-299 limits assumed): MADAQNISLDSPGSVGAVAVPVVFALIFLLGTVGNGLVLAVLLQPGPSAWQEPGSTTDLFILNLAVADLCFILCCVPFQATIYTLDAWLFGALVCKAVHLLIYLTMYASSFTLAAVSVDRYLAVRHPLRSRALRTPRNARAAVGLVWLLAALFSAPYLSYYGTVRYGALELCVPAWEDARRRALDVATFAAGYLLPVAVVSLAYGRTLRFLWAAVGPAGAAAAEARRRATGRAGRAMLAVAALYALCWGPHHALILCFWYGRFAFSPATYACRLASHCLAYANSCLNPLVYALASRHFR
* = called active by the depositor. This is a subset; the hit share may differ from the screen's.

Order of values – CRFR2-BP antag, GalR3 antag
Cc1ccc(S(=O)(=O)N2CC3(O)CN(C(=O)OC(C)C)N(C(=O)OC(C)C)CC3(OC(=O)Nc3c(C)noc3C)C2)cc1 (configuration not stated)
 : -2, -7
C[C@H](O)[C@@H]1CN2CCc3c([nH]c4ccc(-c5ccc6c(c5)OCO6)cc34)[C@@H]2C[C@@H]1N(C)C(=O)NC1CCCCC1
 : 9, -3
CCOC(=O)CCCCCC(=O)Nc1ccc2c(c1)C(=O)N([C@@H](C)CO)C[C@H](C)[C@H](CN(C)C(=O)NC(C)C)OCCCC[C@H](C)O2
 : 14, 1
CCOC(=O)C1C(C(=O)OCC)C(C)(C)C1N(C)C (configuration not stated)
 : -6, -6
COc1ccc(-c2ccc(CN3C(C(C)C)C(=O)N(Cc4cn(Cc5ccco5)nn4)CCS3(=O)=O)cc2)cn1 (configuration not stated)
 : 12, -7
O=S1(=O)CCN(Cc2ccccc2)CC1
 : 4, -4
CCCCn1c(N)c(N(CCC(C)C)C(=O)c2c(CC)noc2C)c(=O)[nH]c1=O
 : 16, -4
COc1ccc(NC(=O)Cc2csc(NC(=O)Nc3ccccc3OC)n2)cc1
 : -4, -7
C[C@@H]1CN([C@@H](C)CO)C(=O)c2c(c3ccccc3n2C)-c2ccccc2CO[C@H]1CN(C)C(=O)[C@H](Cc1ccccc1)N(C)C
 : 3, -5
Cc1ccc(-c2cc3nc(-c4ccccc4)cc(NCCCO)n3n2)cc1
 : -5, -6

The list goes on, overlapping the part above by 5 compounds.
Order of values – CRFR2-BP antag, GalR3 antag
O=S1(=O)CCN(Cc2ccccc2)CC1
 : 4, -4
CCCCn1c(N)c(N(CCC(C)C)C(=O)c2c(CC)noc2C)c(=O)[nH]c1=O
 : 16, -4
COc1ccc(NC(=O)Cc2csc(NC(=O)Nc3ccccc3OC)n2)cc1
 : -4, -7
C[C@@H]1CN([C@@H](C)CO)C(=O)c2c(c3ccccc3n2C)-c2ccccc2CO[C@H]1CN(C)C(=O)[C@H](Cc1ccccc1)N(C)C
 : 3, -5
Cc1ccc(-c2cc3nc(-c4ccccc4)cc(NCCCO)n3n2)cc1
 : -5, -6
CC1(C)OC(=O)NC1c1ccccc1 (configuration not stated)
 : -19, -7
O=NN(CCCl)C(=O)NCCc1cccc[n+]1[O-]
 : 18, 0
Cc1ccc(NC(=O)CSCC(=O)N(C)CC(=O)Nc2c(C)cccc2C)cc1
 : 9, -3
CCc1ccc(C(=O)OCC(=O)Nc2c(C)n(C)n(-c3ccccc3)c2=O)cc1
 : -9, -6
CCOc1ccc(S(=O)(=O)N2CCOCC2)cc1NC(=O)CCN1C(=O)NC2(CCCC2)C1=O
 : -6, -9
Cc1n[nH]c2ccc([N+](=O)[O-])cc2c1=O
 : 36, -2
CC1NC(=O)c2cc3ccccc3cc2-n2c1nc1cc(F)ccc1c2=O (configuration not stated)
 : -7, -7
CN(N=Cc1ccc([N+](=O)[O-])cc1)c1ccccn1
 : 5, -5
COC(=O)C(=Cc1ccncc1)c1cccc2ccccc12
 : 16, -1
CC(C)N(Cc1nnc(-c2ccccc2Cl)o1)C(=O)COc1cccc(Cl)c1
 : -9, -7
CSc1ncnc2c1ncn2CCCN(C)CCc1ccccn1
 : -9, -4
CC1(CCc2ccccc2)NC(=O)N(CC(=O)N2CCc3ccccc32)C1=O (configuration not stated)
 : -13, -7
CCCCCCn1c(=O)n2n(c1=O)C[C@]1(OC(=O)Nc3cccs3)CN(S(=O)(=O)c3ccc(C)cc3)C[C@]1(O)C2
 : -1, -3
CCc1ccc(N2CC(C(=O)N(CC)CC(=O)Nc3c(F)cccc3F)CC2=O)cc1 (configuration not stated)
 : 19, -5
O=C(COC(=O)COc1ccc(Br)cc1)NC1CCS(=O)(=O)C1 (configuration not stated)
 : -13, -6
C[C@H](CO)N1C[C@H](C)[C@@H](CN(C)S(=O)(=O)c2cn(C)cn2)OCc2cn(nn2)CCCC1=O
 : 20, -5
C[C@@H]1CN([C@@H](C)CO)C(=O)c2cc(NC(=O)Nc3ccccc3)ccc2O[C@@H](C)CCCCO[C@H]1CN(C)C(=O)Nc1ccc(C(F)(F)F)cc1
 : -15, -6
CC1Cc2nc(SCC(=O)NCC3CCCO3)n(-c3ccccc3)c(=O)c2S1 (configuration not stated)
 : -8, -5
CCOC(=O)CNC(=O)N1C[C@H]2CON(C)[C@H]2C[C@H]1c1ccccc1Br
 : -4, -4
CCc1cccc(NC(=O)CSc2nc(C)cs2)c1
 : 7, -4

Part of the list above in a different format.
compound	CRFR2-BP antag	GalR3 antag
CSc1ncnc2c1ncn2CCCN(C)CCc1ccccn1	-9	-4
CCc1cccc(NC(=O)CSc2nc(C)cs2)c1	7	-4
CCOC(=O)CNC(=O)N1C[C@H]2CON(C)[C@H]2C[C@H]1c1ccccc1Br	-4	-4
O=C(COC(=O)COc1ccc(Br)cc1)NC1CCS(=O)(=O)C1 (configuration not stated)	-13	-6
CC1(CCc2ccccc2)NC(=O)N(CC(=O)N2CCc3ccccc32)C1=O (configuration not stated)	-13	-7
CC1Cc2nc(SCC(=O)NCC3CCCO3)n(-c3ccccc3)c(=O)c2S1 (configuration not stated)	-8	-5

(further entries)
Order of values – CRFR2-BP antag, GalR3 antag
COC(=O)N(C)C[C@H]1OCc2cnnn2CCCC(=O)N([C@@H](C)CO)C[C@H]1C
 : -23, -3
C[C@H]1CN([C@@H](C)CO)S(=O)(=O)c2ccc(/C=C/c3ccccc3)cc2O[C@H]1CN(C)C(=O)NC1CCCCC1
 : 4, -8
C[C@@H]1CN([C@@H](C)CO)C(=O)c2cc(Br)cnc2O[C@@H]1CN(C)C(=O)CN(C)C
 : 3, 0
C[C@@H]1CN([C@H](C)CO)C(=O)CCCn2nncc2CO[C@@H]1CN(C)S(=O)(=O)c1ccccc1C#N
 : -1, 0
Cc1cc(C(=O)CCC(=O)Nc2ccc(C(N)=O)cc2)c(C)s1
 : -4, -3
C[C@@H](O)CNC(=O)c1[nH]cnc1C(=O)N[C@H](C)c1ccccc1
 : -4, 1
CCN(CC)C(=O)C(c1ccccc1)S(=O)(=O)N1CCOCC1 (configuration not stated)
 : -2, -4
c1ccc(CNc2ncn[nH]2)cc1
 : -1, -6
N#CC1(Nc2ccc3c4c(cccc24)CC3)CCCCC1
 : -18, -2
CC(C)NC(=O)Nc1ccc2c(c1)C(=O)N([C@H](C)CO)C[C@H](C)[C@@H](CN(C)S(=O)(=O)c1ccccc1)OCCCC[C@@H](C)O2
 : -1, -5

> CC(C)C1C(=O)N(Cc2cn(CCC3OCCCO3)nn2)CCS(=O)(=O)N1Cc1ccc(-c2cccc(CO)c2)cc1 (configuration not stated)
  CRFR2-BP antag: -22	GalR3 antag: -4
> CC(=O)Nc1ccc(S(=O)(=O)CC(=O)CS(=O)(=O)c2ccc(NC(C)=O)cc2)cc1
  CRFR2-BP antag: 20	GalR3 antag: 2
> Clc1ccc(-c2nc(CSc3ccccn3)cs2)cc1
  CRFR2-BP antag: 4	GalR3 antag: -8
> C[C@H](CO)N1C[C@H](C)[C@H](CN(C)C(=O)c2cc(-c3ccccc3)on2)OCc2cnnn2CCCC1=O
  CRFR2-BP antag: -8	GalR3 antag: -6
> COC(=O)C(NC(=O)c1ccccc1)C(C)(C)SCc1ccccc1 (configuration not stated)
  CRFR2-BP antag: 16	GalR3 antag: -2
> C#CCN(C[C@@H]1[C@@H](OC(=O)NC2CCCC2)[C@@H](OC(=O)NC2CCCC2)Cn2c(=O)ccc(=O)n21)S(=O)(=O)c1ccc(C)cc1
  CRFR2-BP antag: -5	GalR3 antag: -8
> COc1cc(C(=O)Nc2ccc(C(=O)c3ccncc3)cc2)cc(OC)c1OC
  CRFR2-BP antag: -1	GalR3 antag: -5
> N=c1ncn(C2OC(CO)C(O)C2O)c2nc(Br)[nH]c12 (configuration not stated)
  CRFR2-BP antag: -4	GalR3 antag: -6
> Cc1ccc(CNC(=O)CN2NS(=O)(=O)c3ccccc3C2=O)cc1
  CRFR2-BP antag: -2	GalR3 antag: -4
> COc1ccccc1NC(=O)c1oc2ccccc2c1C
  CRFR2-BP antag: -10	GalR3 antag: -10

Some of these compounds in order of their number in CRFR2-BP antag, descending:
> C[C@H](CO)N1C[C@H](C)[C@@H](CN(C)S(=O)(=O)c2cn(C)cn2)OCc2cn(nn2)CCCC1=O
  CRFR2-BP antag: 20	GalR3 antag: -5
> C[C@H]1CN([C@@H](C)CO)S(=O)(=O)c2ccc(/C=C/c3ccccc3)cc2O[C@H]1CN(C)C(=O)NC1CCCCC1
  CRFR2-BP antag: 4	GalR3 antag: -8
> CC(C)NC(=O)Nc1ccc2c(c1)C(=O)N([C@H](C)CO)C[C@H](C)[C@@H](CN(C)S(=O)(=O)c1ccccc1)OCCCC[C@@H](C)O2
  CRFR2-BP antag: -1	GalR3 antag: -5

(cont.)
> CCC(C)C(NC(=O)c1ccccc1)C(=O)N1CCN(C(=O)c2ccccc2)CC1 (configuration not stated)
  CRFR2-BP antag: 2	GalR3 antag: -8
> N#CCCN(C(=S)Nc1ccc(Cl)c(Cl)c1)C1CCCCC1
  CRFR2-BP antag: 15	GalR3 antag: -2
> CCOc1ccc(NS(=O)(=O)c2ccc(Cl)c(N=Nc3c(O)[nH]c(=S)[nH]c3=O)c2)cc1Br
  CRFR2-BP antag: 2	GalR3 antag: -7
> CCCn1c(=O)c(C(=O)Nc2ccccc2N)c(O)c2ccccc21
  CRFR2-BP antag: -13	GalR3 antag: -1
> CC(=O)c1ccc(OCC(=O)OCC(=O)c2ccc(S(=O)(=O)N3CCCCC3)cc2)cc1
  CRFR2-BP antag: -2	GalR3 antag: -1
> CNC(=O)C[C@@H]1C(=O)N(c2ccc(Br)cc2)CC1(C)C
  CRFR2-BP antag: 4	GalR3 antag: -7
> O=C(COc1ccc(S(=O)(=O)N2CCCC2)cc1[N+](=O)[O-])N1CCCCC1
  CRFR2-BP antag: -2	GalR3 antag: -5
> COc1ccc(-c2cc3nc(-c4ccccc4)cc(N4CCN(C(C)=O)CC4)n3n2)cc1
  CRFR2-BP antag: -3	GalR3 antag: -7
> CN(Cc1ccc(Cl)cc1Cl)C(=O)Cc1ccc(S(=O)(=O)N2CCOCC2)s1
  CRFR2-BP antag: -14	GalR3 antag: -7
> C[C@H]1CN([C@@H](C)CO)C(=O)c2cc(Br)cnc2O[C@H]1CN(C)C(=O)Cc1ccccn1
  CRFR2-BP antag: 8	GalR3 antag: -5

> CCOC(=O)C1(C(=O)OCC)C(C)CC(=O)N1c1ccccc1OC (configuration not stated)
  CRFR2-BP antag: -4	GalR3 antag: -4
> CCCCN(C(=O)CC1CCCCC1)c1c(N)n(CCCC)c(=O)[nH]c1=O
  CRFR2-BP antag: -10	GalR3 antag: -5
> COc1ccc(C(CNC(=O)CNC(=O)c2cccc(F)c2)N2CCOCC2)cc1 (configuration not stated)
  CRFR2-BP antag: -27	GalR3 antag: -4
> COC(=O)c1c(C)[nH]c(C(=O)COC(=O)CCc2ccc(OC)c(OC)c2)c1C
  CRFR2-BP antag: 25	GalR3 antag: 1
> CC(C)Cn1c(SCC(=O)NC2CC2)nc2ccc(Cl)cc2c1=O
  CRFR2-BP antag: 9	GalR3 antag: -8
> C[C@@H]1CN([C@H](C)CO)C(=O)CCCn2cc(nn2)CO[C@H]1CN(C)C(=O)Nc1ccc(F)cc1
  CRFR2-BP antag: -12	GalR3 antag: -6
> CCOC(=O)C(CC1=CS(=O)(=O)c2ccc(Cl)cc21)(NC(C)=O)C(=O)OCC
  CRFR2-BP antag: -2	GalR3 antag: -5
> CC(C)NC(=O)Nc1ccc2c(c1)C(=O)N([C@@H](C)CO)C[C@@H](C)[C@H](CN(C)Cc1ccccc1)OCCCC[C@H](C)O2
  CRFR2-BP antag: 4	GalR3 antag: -4
> C#CCOc1ccc(/C=C2/C(=O)N(c3ccc(S(N)(=O)=O)cc3)N=C2C)cc1OC
  CRFR2-BP antag: -5	GalR3 antag: -8
> CC#CCOCC1CNC(=O)O1 (configuration not stated)
  CRFR2-BP antag: -1	GalR3 antag: -2

> O=C(Nc1cccc(C(=O)O)c1)/C(=C\c1ccccc1)NC(=O)c1ccco1
  CRFR2-BP antag: 18	GalR3 antag: -8
> C[C@@H]1CN([C@H](C)CO)C(=O)CCCn2nncc2CO[C@H]1CN(C)C(=O)Nc1ccc2c(c1)OCO2
  CRFR2-BP antag: -13	GalR3 antag: -5
> COc1cccc(CNC(=O)COC(=O)c2ccc(-c3ccc(O)cc3)cc2)c1
  CRFR2-BP antag: 4	GalR3 antag: -2
> O=[N+]([O-])c1cccnc1Nc1ccc(Cl)cc1
  CRFR2-BP antag: 16	GalR3 antag: -5
> COCCNC(=S)N(CCCO)Cc1cc2cc3c(cc2[nH]c1=O)OCO3
  CRFR2-BP antag: -5	GalR3 antag: -3
> NS(=O)(=O)c1cccc(C(=O)N2CCCc3ccccc32)c1
  CRFR2-BP antag: 4	GalR3 antag: -3
> Cc1cccc(NC(=O)CN2C(=O)C3CC=CCC3C2=O)c1C (configuration not stated)
  CRFR2-BP antag: 5	GalR3 antag: -5
> COc1ncnc2c1ncn2CCCN1CCN(Cc2cccc3ccccc23)CC1
  CRFR2-BP antag: 2	GalR3 antag: -3
> Cc1cc2nc[nH]c(=O)n2n1
  CRFR2-BP antag: 8	GalR3 antag: -2
> O=c1cnc2ccccc2n1Cc1ccccc1
  CRFR2-BP antag: -14	GalR3 antag: -6

2 entries picked at random from the list so far, as already listed:
> O=[N+]([O-])c1cccnc1Nc1ccc(Cl)cc1
  CRFR2-BP antag: 16	GalR3 antag: -5
> O=c1cnc2ccccc2n1Cc1ccccc1
  CRFR2-BP antag: -14	GalR3 antag: -6
